Compound activity: PubChem, several laboratories
TcdB GH inh: inhibitors of Clostridioides difficile toxin B glycohydrolase | P18177 | TcdB glycohydrolase enzymatic assay, plate reader | inhibition, % at 9.99 µM | hit rate 0.24% among 350,000 | AID 652162; in the data active means inhibition above about 10%
BoNT A protease: BoNT A light chain protease inhibition. multiplex microsphere protease substrate cleavage, flow cytometry. inhibition, % at 10 µM. hit rate 0.17% among 360,000. AID 588499; further: plate controls were buffer without enzyme for full effect and enzyme alone for no effect
Y pestis TopoI: Y. pestis Topo-I inhibition via cleavage products; activity, % at 10 µM; AID 504884; Y. pestis Topo-I cleavage product accumulation, plate reader; hit rate 0.064% among 360,000; in the data active means activity above about 50%, passing the limit was not always enough; further: inactives centre near 2
CCHFV vOTU inh: CCHFV vOTU protease inhibition; inhibition, % at 11.5 µM; Pep-AMC fluorescence; hit rate 0.55% among 370,000; in the data active means inhibition above about 30%; further: 0% = vehicle wells with enzyme and 100% = no enzyme wells
SARS 3CLpro inh: SARS-CoV 3CLpro protease inhibition; P0C6X7; recombinant SARS-CoV 3CLpro, quenched FRET peptide cleavage; inhibition, % at 6 µM; hit rate 0.14% among 290,000; AID 1706; in the data active means inhibition above about 12%
DUSP3 inh: DUSP3 (human) phosphatase inhibition; AID 1654; hit rate 0.52% among 290,000; P51452; recombinant VHR phosphatase, pNPP absorbance; inhibition, % at 13.3 µM; in the data active means inhibition above about 50%; further: some compounds called inactive have numbers as strong as hits
Anthrax LF inh2: blocks Bacillus anthracis lethal factor protease. P15917. multiplex microsphere protease cleavage assay, LF. inhibition, % at 10 µM. hit rate 0.12% among 360,000. AID 588501; further: plate controls were buffer without enzyme for full effect and enzyme alone for no effect
PfHsp40 rescue: compounds rescuing yeast from Plasmodium falciparum HSP40 toxicity; S. cerevisiae expressing PfHsp40, growth rescue, ATP luminescence; growth rescue, % at 12.5 µM; hit rate 0.68% among 340,000; in the data active means growth rescue above about 28%, passing the limit was not always enough;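 further: yeast W303a lacking pdr1 and pdr3 grown in galactose medium; growth measured after three days at 30 °C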
BH1578 lux ind: induces V. cholerae light production without autoinducers. activation, % at 18.7 µM. V. cholerae BH1578 lux reporter, luminescence, 6 h. hit rate 0.16% among 350,000; in the data active means activation mostly above about 9.7%, no sharp cut-off; further: not every result past the cut was called active; inactives centre near 0; reference of the scale not given here
PriA SSB inh: K. pneumoniae PriA-SSBct interaction inhibition; inhibition, % at 33 µM; AlphaScreen SSBct-PriA binding, biotinylated peptide; hit rate 0.6% among 430,000; AID 1272365; in the data active means inhibition mostly above about 37%, no sharp cut-off; inactive means mostly below about 20%;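 further: plate controls were negative control peptide for no effect and reference peptide for full effect; strong numbers were not always called active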
The depositor's hits bear a star; i = inactive; . = not tested or not shown; & = joins results of further samples. Unless noted, no stated cut-off is given here; in the data, active means inhibition above about 30%; inconclusive means no clear call, values can overlap the other calls; inactive means below that. Only part of the results is shown; count on the stated rates, not on these rows.

SMILES	TcdB GH inh	BoNT A protease	Y pestis TopoI	CCHFV vOTU inh	SARS 3CLpro inh	DUSP3 inh	Anthrax LF inh2	PfHsp40 rescue	BH1578 lux ind	PriA SSB inh
Cc1ccc(S(=O)(=O)/C(C#N)=C/c2c(N3CCN(C)CC3)nc3c(C)cccn3c2=O)cc1	.	2.1	2	-1	5	18	2	0.3	-2.2	0
COc1ccccc1C1=NNC(=NCc2ccccc2)SC1	10*	-0.5	11	2	-4	22	2	-0.4	-0.3	15
Cc1ccc(C(=O)NNC(=O)CSc2nnc3c(n2)[nH]c2ccc(C)cc23)cc1	.	.	0	.	9	32	.	-0.4	i	-16
Cc1ccc(NC(=O)c2ccco2)c([N+](=O)[O-])c1	-0.7	0.2	2	2	-2	22	6	0.4	-0.6	-6
Cc1ccc(F)cc1NC(=S)NCCc1ccccc1	.	0.5	3	8	2	-4	-1	2.2	-0.3	3
Cn1ncc(Br)c1C(=O)Nc1ccc(Br)cn1	-10	-0.5	3	-2	2	4	4	3.5	1.4	-18
CN(C(=O)Cn1cc(C#N)c2ccccc21)c1ccccc1	0.8	0.4	-10	1	-2	6	-4	0.3	-0.5	10
CCn1c(COc2ccc(=O)n(-c3ccccc3)n2)nnc1SCc1ccc(OC)cc1	.	-0.3	36	-6	2	23	-7	0.1	-0.2	6
O=C(C1CCN(S(=O)(=O)c2ccccc2)CC1)N1CCc2ccccc21	0.8	-0.6	41	-6	1	-11	-2	0.4	1.6	-9
CN1CCN(NC(=O)Nc2cccc(Cl)c2Cl)CC1	1.1	-1.2	9	-9	1	12	-5	-0.5	-0.3	-10
Cc1nnc(SCC2=C(C(=O)O)N3C(=O)C(NC(=O)c4cccc(F)c4F)C3SC2)s1 (stereo not drawn)	-1.1	-1.6	3	6	-4	24	-2	0.4	-1.5	-4
O=C(NC(CO)Cc1ccc([N+](=O)[O-])cc1)C(Cl)Cl (stereo not drawn)	.	-0.2	5	.	3	8	0	0.2	-1.4	-8
COc1cc2[nH]c(=O)n(-c3ccccc3)c(=O)c2cc1OC	.	-0.1	-1	-1	2	12	-1	1.3	2.9	1
COc1cccc(NC(=O)CN(C)C(=O)c2cccc(S(=O)(=O)Nc3ccc(C)cc3)c2)c1	-0.4	-1.0	2	2	.	.	0	0.1	i	4
COc1ccc(N2CC(C(=O)N[C@@H](C)C(=O)NCc3ccccc3OC)CC2=O)cc1 (stereo partly drawn)	0.8	-0.4	-3	14	-5	14	3	0.1	-0.3	5
O=C(COc1cccc(NC(=O)c2cccc([N+](=O)[O-])c2)c1)c1ccc(F)cc1	.	-0.1	-12	12	2	18	3	3.0	3.1	6
O=C(N/N=C/C=C\c1ccccc1)c1cnccn1	-4.4	-0.9	-3	22	-6	28	-1	-1.4	i	.
C=C1C(=O)O[C@H]2C[C@]3(C)C([C@@H](OC(=O)/C(C)=C/C)[C@H]12)[C@](C)(O)CC[C@H]3O (stereo partly drawn)	1.2	0.9	2	12	-3	10	2	0.5	i	-6
CSCCC1NC(=O)N(CC(=O)Nc2ccc3c(c2)OCCO3)C1=O (stereo not drawn)	0.1	-0.1	1	-2	.	.	-7	-0.2	-0.7	-11
CC1CCCN(C(C(=O)Nc2ccc3c(c2)OCO3)c2ccccc2)C1 (stereo not drawn)	-3.2	-0.4	-2	10	.	-20	-5	0.6	-0.2	-6
O=C(CN(CC1CCCO1)C(=O)CCC(=O)Nc1ccccn1)NCC1CCCO1 (stereo not drawn)	.	0.1	5	7	0	16	-2	-0.6	i	11
COc1cc(C=O)ccc1OCc1ccc(Cl)nc1	0.7	-0.1	4	-9	2	13	-4	1.0	-2.8	-11
CC(C)CCC1(CN2CCCC2=O)C(=O)NC(=O)NC1=O	.	0.3	6	2	-3	21	-3	0.1	13	4
O=C(NC1CCCCCC1)C1CCC(CNS(=O)(=O)c2ccc(Br)s2)CC1 (stereo not drawn)	.	0.4	0	-12	4	-17	3	0.0	0.3	6
O=C(Nc1ccccc1)OCCOc1ccccc1	.	0.5	2	-11	4	7	-3	0.1	i	-29

(list continues)
SMILES	TcdB GH inh	BoNT A protease	Y pestis TopoI	CCHFV vOTU inh	SARS 3CLpro inh	DUSP3 inh	Anthrax LF inh2	PfHsp40 rescue	BH1578 lux ind	PriA SSB inh
CCCCCn1c(=N)n(CC(O)COc2ccccc2OC)c2ccccc21 (stereo not drawn)	0.5&1.7	-0.7&-0.4	6&12	-3&-3	-7	-23&22	-5&-5	-0.2&1.3	-0.3	2
COC(=O)c1c(-c2ccccc2)csc1N1C(=O)Nc2ccccc2N1O	1.4	0.2	1	10	-1	-7	-2	0.4	-2.3	-8
COc1cc(OC)cc(C(=O)NC(=S)N2CCCCCC2)c1	0.9	-0.3	11	1	3	14	5	-1.6	0.6	-12
CC1=C(C(=O)N(C(C)C)C(C)C)CC(CC(=O)NCCc2ccccn2)C(=O)N1CCCN1CCCC1=O (stereo not drawn)	0.3	-0.4	.	5	.	.	-10	.	.	.
COCCCn1c(=O)c2sccc2n(Cc2ccc(C)cc2)c1=O	1.2	0.6	3	-13	7	11	-7	-0.6	i	-15
Cc1cc(OCC(=O)NC2CCN(Cc3ccccc3)CC2)c2c(C)c(C)c(=O)oc2c1	.	-0.2	-2	.	-1	11	-1	-0.7	-0.2	-8
CCCCCN(C(=O)NC(=O)Nc1ccc(C)cc1)S(=O)(=O)c1ccccc1	-0.3	-0.9	1	-11	5	-10	0	1.8	-0.4	1
COC(=O)C1=C(C)NC(=O)/C1=C\c1cc(C)n(-c2c(C)cccc2C)c1C	.	2.3	4	12	3	30	-2	0.8	-2.0	6
O=C(/C=C/c1cccs1)N1CCN(c2ccccc2F)CC1	.	0.5	15	0	2	-10	0	2.8	-0.3	-13
CCC1CCCCN1CCCNC(=O)C1CCCN(c2ncnc3c2nc2n3CCCCC2)C1 (stereo not drawn)	0.5	0.2	-1	-4	-1	57*	-4	0.7	i	-1
COC(=O)[C@H](CC(C)C)NC(=O)NCCCc1ccccc1	.	0.3	-2	1	1	0	1	1.5	-3.8	4
O[C@H]1[C@H](O)[C@@H](O)CN2CC[C@H](O)[C@H]12	2.1	-0.6	11	4	-2	1	1	-0.8	-0.2	-8
CC(NC(=O)c1ccc(NC2=NC3CS(=O)(=O)CC3S2)cc1)c1ccccc1 (stereo not drawn)	0.5	0.2	4	0	1	-2	4	2.1	-1.3	-1
O=c1oc(-c2ccco2)nc2sc3c(c12)CCCCC3	0.6	0.5	6	15	0	0	10	0.8	-0.3	-2
O=C(NNC(=O)C1CCCO1)c1ccc(F)cc1 (stereo not drawn)	.	-2.0	-7	14	3	2	-1	0.7	-0.5	-12
COc1cc2ccccc2cc1C(=O)Nc1ccccc1N1CCN(S(C)(=O)=O)CC1	.	0.8	20	1	-1	-3	-1	2.1	i	-14
CCOc1cc(C)c(S(=O)(=O)N2CCCCC2)cc1C	0.9	0.7	3	13	6	3	1	1.0	i	-34
O=C(CN1C(=O)S/C(=C\c2ccccn2)C1=O)Nc1ccccc1	-1.2	0.8	-10	9	-2	13	-4	-0.8	-0.1	-7
Cc1ccc(OC(C)C(=O)N=Nc2c(O)[nH]c3ccc([N+](=O)[O-])cc23)cc1 (stereo not drawn)	.	0.0	-19	4	6	0	-2	2.9	-0.3	1
C[C@H](CO)N1C[C@H](C)[C@H](CN(C)Cc2ccc(C(=O)O)cc2)OCc2ccccc2-c2c(n(C)c3ccccc23)C1=O	-0.2&-0.9	1.8	29	7	.	.	4	.	4.5	.
Cc1[nH]c(=O)[nH]c(=O)c1N(C)C	0.8	-0.4	-2	5	-2	10	0	0.5	i	-16
CC(C)NS(=O)(=O)c1ccc(OCC(=O)NC2CCCCCC2)cc1	1.6	-0.3	9	-8	3	10	2	2.5	-0.5	-7
O=C(CCSc1ccccc1)Nc1ccc(S(=O)(=O)Nc2ncccn2)cc1	0.7	-1.8	4	-15	2	8	-2	-0.5	-0.4	0
O=C(O)CC(c1ccc(F)cc1F)N1Cc2ccccc2C1=O (stereo not drawn)	.	-2.5	-2	.	0	9	4	0.5	i	3
CC(C)SCCCCOc1ccc2ccccc2c1	.	1.3	21	-18	-3	12	-2	0.0	-3.2	-41

Continued.
SMILES	TcdB GH inh	BoNT A protease	Y pestis TopoI	CCHFV vOTU inh	SARS 3CLpro inh	DUSP3 inh	Anthrax LF inh2	PfHsp40 rescue	BH1578 lux ind	PriA SSB inh
CCOC(=O)C(CCCCCCC(NC(C)=O)(C(=O)OCC)C(=O)OCC)(NC(C)=O)C(=O)OCC	1.2	0.5	0	-11	2	-2	-6	1.7	-0.3	-13
O=C1CN(C(=O)NCCC(=O)NC2CCCCC2)c2ccccc2N1	0.8	0.4	-12	9	-2	30	2	-0.4	-5.3	-20
Nc1ccccc1NC(=O)NC(=O)c1ccccc1	0.2	-0.4	1	-9	-5	19	-5	-0.2	i	-5
CCN(CC)S(=O)(=O)c1ccc(N2Cc3ccccc3C2=N)cc1	1.3	-0.1	3	-8	-4	-5	-1	-0.2	-0.2	-6
COc1ccc(CCNC(=O)COc2ncnc3ccccc23)cc1OC	1.8	0.4	-3	-15	1	-4	-1	0.1	i	8
Cc1ccc(Cn2c(CN3CCOCC3)nc3c2c(=O)n(C)c(=O)n3C)cc1	.	-0.2	-8	-4	-1	13	4	-0.9	i	-2
O=C(O)Cn1c(-c2cscn2)nc2ccccc21	.	-0.4	2	-9	1	32	-2	0.4	3.2	-14
COc1cc(C)c(S(=O)(=O)N2CCOCC2)cc1C(C)C	.	0.4	0	-3	-7	-11	-4	4.1	5.3	-11
CC(=O)c1ccc(S(=O)(=O)NC2CC(=O)N(c3cccc(F)c3)C2)cc1 (stereo not drawn)	0.6	0.6	5	-15	.	.	-1	0.6	i	1&-10
O=C(O)CSc1ncnc2c1oc1ccccc12	.	-0.3	0	-2	3	19	1	-0.5	-6.6	-8
O=c1[nH]c2cc3c(cc2cc1CN(CCCO)C(=S)NCc1ccco1)OCO3	-0.5	0.9	-3	-17	-2	26	5	-0.9	-0.9	-9
COc1ccc(C(=O)Nc2cc3c4c(c2)C(C)C(=O)N4CCC3)c(OC)c1 (stereo not drawn)	2.1	.	21	-4	.	.	.	-0.7	0.7	10
Cc1cc(OC(=O)c2ccc(S(=O)(=O)N3CCCC3)cc2)c([N+](=O)[O-])c(=O)[nH]1	-1.8	-4.2	-1	7	6	-3	0	-1.0	-0.3	1
COc1ccccc1C/C(N)=N/OC(=O)c1cccc([N+](=O)[O-])c1C	-2.0	-0.4	2	8	4	3	-2	1.5	-0.3	.
COc1ccc(-c2nnc(SC(C)C(=O)Nc3cccc(Cl)c3)o2)cc1 (stereo not drawn)	.	-1.0	4	2	1	12	-1	12	0.3	-10
Cc1ccc(NC(=O)CSc2ccc(-c3cccnc3)nn2)cc1Cl	1.4	-0.4	8	-13	4	44	-6	0.1	0.4	-6&-9
CCOc1ccccc1NS(=O)(=O)c1ccc2oc(=O)ccc2c1	1.9	-0.2	-2	-13	2	-2	9	-1.7	-0.2	-2

Complete entries as entered above.
`Cc1cc(OC(=O)c2ccc(S(=O)(=O)N3CCCC3)cc2)c([N+](=O)[O-])c(=O)[nH]1` is entered as TcdB GH inh: -1.8; BoNT A protease: -4.2; Y pestis TopoI: -1; CCHFV vOTU inh: 7; SARS 3CLpro inh: 6; DUSP3 inh: -3; Anthrax LF inh2: 0; PfHsp40 rescue: -1.0; BH1578 lux ind: -0.3; PriA SSB inh: 1
`COc1ccccc1C/C(N)=N/OC(=O)c1cccc([N+](=O)[O-])c1C` is entered as TcdB GH inh: -2.0; BoNT A protease: -0.4; Y pestis TopoI: 2; CCHFV vOTU inh: 8; SARS 3CLpro inh: 4; DUSP3 inh: 3; Anthrax LF inh2: -2; PfHsp40 rescue: 1.5; BH1578 lux ind: -0.3; PriA SSB inh: .

Taken from above:
For BH1578 lux ind, COc1ccccc1C/C(N)=N/OC(=O)c1cccc([N+](=O)[O-])c1C has -0.3
For BoNT A protease, O=C(O)Cn1c(-c2cscn2)nc2ccccc21 has -0.4
For PfHsp40 rescue, CCOc1ccccc1NS(=O)(=O)c1ccc2oc(=O)ccc2c1 has -1.7
For TcdB GH inh, CCOC(=O)C(CCCCCCC(NC(C)=O)(C(=O)OCC)C(=O)OCC)(NC(C)=O)C(=O)OCC has 1.2
